# Assay outcomes: PubChem, several laboratories
# Mtb UGM inh – M. tuberculosis UGM enzyme inhibitors, primary screen, biochemical, fluorescence polarization, single point; UDP-galactopyranose mutase (Mycobacterium tuberculosis (strain ATCC 25618 / H37Rv)), …; inhibition, % at 10 µM; 320,000 compounds, 0.06% hits; purified UGM, fluorescence polarization probe displacement; AID 504406, 2011; in the data active = inhibition above about 10%, passing the limit was not always enough; inconclusive = no clear call, values can overlap the other calls
# Target sequence (P9WIQ1 whole entry, looked up): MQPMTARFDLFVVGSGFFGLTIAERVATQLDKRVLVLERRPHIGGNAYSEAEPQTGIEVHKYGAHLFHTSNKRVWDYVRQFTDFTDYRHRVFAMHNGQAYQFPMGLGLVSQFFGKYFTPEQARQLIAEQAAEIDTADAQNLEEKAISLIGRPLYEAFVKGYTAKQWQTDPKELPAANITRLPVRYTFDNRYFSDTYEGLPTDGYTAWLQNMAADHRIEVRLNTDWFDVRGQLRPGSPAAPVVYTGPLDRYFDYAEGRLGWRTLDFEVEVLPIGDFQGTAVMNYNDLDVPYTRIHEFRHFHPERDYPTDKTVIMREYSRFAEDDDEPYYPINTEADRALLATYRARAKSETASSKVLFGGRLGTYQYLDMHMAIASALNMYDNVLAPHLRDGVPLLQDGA
# BoNT-F LC inh – BoNT/F light chain protease inhibitors, primary screen, biochemical, flow cytometry, MLPCN library; Multiplex microsphere protease cleavage assay; inhibition, % at 10 µM; Botulinum neurotoxin type F light chain protease (Clostridium botulinum); AID 588497, 2011; 360,000 compounds, 0.22% hits; in the data active = inhibition above about 35%, passing the limit was not always enough; inconclusive = no clear call, values can overlap the other calls; note: plate controls were buffer without enzyme for full effect and enzyme alone for no effect
# FadD28 FP inh – inhibitors of FadD28 bisubstrate probe binding, primary screen, biochemical, fluorescence polarization, single point. inhibition, % at 12.5 µM. 360,000 compounds, 0.22% hits. AID 588549, 2011; in the data active = inhibition above about 8.5%, passing the limit was not always enough; inconclusive = no clear call, values can overlap the other calls
# CCHF vOTU inh – CCHFV vOTU protease inhibitors, primary screen, biochemical, Pep-AMC substrate, fluorescence; Crimean-Congo hemorrhagic fever virus L polyprotein viral ovarian tumor (vOTU) protease …; inhibition, % at 11.5 µM; 370,000 compounds, 0.55% hits; note: 0% = vehicle wells with enzyme and 100% = no enzyme wells
# BoNT-A LC inh2 – BoNT/A light chain protease inhibitors, primary screen, biochemical, flow cytometry, MLPCN library; inhibition, % at 10 µM; 360,000 compounds, 0.17% hits; Botulinum neurotoxin type A light chain protease (Clostridium botulinum A str. ATCC 3502); AID 588499, 2011; multiplex microsphere protease substrate cleavage; in the data active = inhibition above about 30%; inconclusive = no clear call, values can overlap the other calls; note: plate controls were buffer without enzyme for full effect and enzyme alone for no effect
# FBA Mtb inh – Mtb FBA enzyme inhibitors, primary screen, biochemical, fluorescence, strain H37Rv | inhibition, % at 1 µM | purified M. tuberculosis FBA, fluorescence read-out | 360,000 compounds, 2.3% hits; in the data active = inhibition above about 27%;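 note: 0% = vehicle and 100% = reference inhibitor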
# Target sequence (P9WQA3 whole entry, looked up): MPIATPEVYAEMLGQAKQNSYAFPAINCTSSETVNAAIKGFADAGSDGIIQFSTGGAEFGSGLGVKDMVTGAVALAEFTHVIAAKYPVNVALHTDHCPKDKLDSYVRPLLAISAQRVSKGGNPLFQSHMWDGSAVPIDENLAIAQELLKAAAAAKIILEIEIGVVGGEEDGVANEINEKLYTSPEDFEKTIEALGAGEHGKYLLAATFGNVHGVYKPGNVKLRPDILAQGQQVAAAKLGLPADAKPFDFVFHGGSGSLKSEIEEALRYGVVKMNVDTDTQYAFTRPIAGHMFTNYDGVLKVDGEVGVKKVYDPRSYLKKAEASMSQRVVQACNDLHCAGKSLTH
# PrPC TRFRET – inhibitors of human cell surface prion protein PrPC, primary screen, cell-based, TR-FRET; TR-FRET read-out; Major prion protein (Homo sapiens), P04156; inhibition, % at 13.8 µM; AID 720596, 2013; 370,000 compounds, 0.43% hits; in the data active = inhibition above about 24%; note: 0% = median of the test wells and 100% = reference compound wells
# GDH-TPI inh – GDH-TPI coupling enzyme inhibitors, primary screen, artefact control for M. tuberculosis FBA inhibitor project, biochemical, absorbance, full deck. GDH-TPI coupled enzyme counterscreen, NADH absorbance. AID 588335, 2011. inhibition, % at 4.8 µM. 360,000 compounds, 1.2% hits;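 note: 0% = DMSO wells and 100% = wells lacking the enzyme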
# BioA inh – M. tuberculosis BioA enzyme inhibitors, primary screen, biochemical, plate reader, single point, HTS | 7,8-diaminopelargonic acid synthase BioA (Mycobacterium tuberculosis) | purified M. tuberculosis BioA enzyme | inhibition, % at 9.99 µM | 360,000 compounds, 0.096% hits | AID 602481, 2012; in the data active = inhibition above about 40%; inconclusive = no clear call, values can overlap the other calls
# * = called active by the depositor; u = inconclusive; x = no result given; + = active, no number. Cut-off read from the data, not from the text of the source, unless noted: active = inhibition above about 30%; inactive = the rest.
smiles	Mtb UGM inh	BoNT-F LC inh	FadD28 FP inh	CCHF vOTU inh	BoNT-A LC inh2	FBA Mtb inh	PrPC TRFRET	GDH-TPI inh	BioA inh
O=C(CCCC(=O)OCC(Cl)=C(Cl)Cl)Nc1ccc(F)cc1	-2.3	-14	-2.0	15	-0.5	-2	0	-1	3.2
N#C/C(=C\c1ccccc1)C(=O)NNS(=O)(=O)c1cccc([N+](=O)[O-])c1	-0.6	-2	x	20	-0.4	0	-1	0	-1.6
OCc1cccc(-c2cnc3c(Nc4cccc(OC(F)(F)C(F)F)c4)nccn23)c1	x	3	-2.8	12	-0.2	5	15	18	-1.1
CCOc1cccc(CN2CCC(N3CCC(C(=O)NCC4CCCO4)CC3)CC2)c1 (configuration not stated)	0.5	-2	-2.3	18	-3.3	-2	-18	4	-1.3
CCCOc1ccc(-c2cc(C(F)(F)F)c(C#N)c(SCC(=O)O)n2)cc1	4.0	1	-1.9	5	-0.3	7	1	9	x
COc1cc(Cl)c(C)cc1NC(=O)COC(=O)C1=COCCO1	-1.3	-5	-3.3	0	0.7	-1	-3	-6	-0.1
CC(C)OCCCNC(=O)Cc1ccc(F)cc1	-0.6	-4	0.1	-10	0.0	0	9	1	0.9
CCCNC(=O)C1(C)CCN1C(=O)Cc1ccc(-c2ccccc2)cc1 (configuration not stated)	x	-7	-1.8	3	-0.2	3	11	4	2.6
CC(C)c1ccc(S(=O)(=O)N2CCN(C(=O)c3cccc(S(=O)(=O)N4CCOCC4)c3)CC2)cc1	x	-1	-3.6	1	0.2	-3	8	3	-0.9
CC(=O)c1c(O)cc(=O)n(-c2ccccc2)c1-c1ccc(C)cc1	1.4	14	-1.2	5	0.8	6	1	12	-2.0
COc1ccc(N2C(=O)C(Cl)=C(N3CCCC(C)C3)C2=O)cc1 (configuration not stated)	1.8	9	-2.2	5	0.4	-2	-6	6	-0.8
Nc1nc(SCC(=O)NC2CCCC2)[nH]c(=O)c1NC(=O)c1cccs1	1.0	4	-1.0	10	-1.1	4	1	4	-2.3
Cc1ccc(-c2nnc(SCC(=O)N3CCCc4ccccc43)n2N)cc1	-0.7	-5	-2.4	6	-0.1	-1	6	-1	-1.5
C/C(=N\Nc1ccc(S(N)(=O)=O)cc1[N+](=O)[O-])c1ccco1	-1.2	-8	-1.1	11	0.6	-6	-65	41*	0.3
CCN1CCN(CCC(=O)Nc2cccc(C)c2)CC1	5.5	u	-2.7	-13	-2.6	-2	-4	-1	-0.2
Cc1ccc(NS(=O)(=O)c2ccc(-c3ccc(=O)[nH]n3)o2)cc1N(C)C	1.7	2	-3.4	4	1.1	1	3	9	-0.9
CCOc1c(OC(C)=O)ccc(/C=C/c2ccc3cccc(OC)c3n2)c1[N+](=O)[O-]	-0.5	3	0.9	10	0.7	-7	-10	26	-1.0
COc1cc(C(C)=O)ccc1OCC(O)CN1CCN(c2ccc(C)c(C)c2)CC1 (configuration not stated)	0.6	u	-2.5	-14	-2.7	1	-7	5	3.2
COC(=O)c1sccc1NC(=O)c1csc(C)c1	0.5	1	-2.4	19	0.1	0	-6	11	-1.2
COc1ccc(NC(=O)c2cc(N3C(=O)C4C5CCC(C5)C4C3=O)ccc2Cl)c(OC)c1 (configuration not stated)	0.6	-13	-0.1	11	1.0	0	14	-5	0.1
CCOC(=O)C1(CCc2ccccc2)CCN(Cc2ccc(NC(C)=O)cc2)CC1	-1.9	x	-0.8	1	x	1	-13	23	-1.3
Cc1ccc(-n2nnnc2SCC(=O)NCC2(N3CCOCC3)CCCCC2)cc1	x	-6	-4.7	15	0.1	-1	-9	-4	x
Cc1cccc(C)c1NC(=S)Nc1ccccc1C(=O)NCc1ccco1	-2.9	0	-4.9	-25	-0.5	39*	-2	5	-2.0
C#CCOCCOCCOCCNc1nc(N2CCN(C(=O)CCCCCCCCCCNC(=O)Cn3cc(C[C@@H](C)O)nn3)CC2)nc(N2CCN(C(=O)CCCCCCCCCCNC(=O)[C@@H](CCC(=O)O)n3cc(CCCCCN)nn3)CC2)n1	-0.9	-18	-3.9	16	-0.3	-1	3	5	0.3
CCCCNC(=O)CCn1c(=O)c2ccccc2n(Cc2ccc(Cl)cc2)c1=O	2.1	-10	-1.5	4	-0.3	-2	6	6	x
Cc1ccc(C(=O)N2NC(c3ccc(F)cc3)C3C(=O)N(c4ccc(C)c(C)c4)C(=O)C32)cc1 (configuration not stated)	-2.0	-13	-2.9	7	-0.9	3	-7	8	-1.8
CCOC(=O)CN(C)C(=O)C1CCCN1C(=O)OC(C)(C)C (configuration not stated)	1.1	8	-2.0	0	0.3	2	-2	9	-3.1
O=C1c2cnc3nc(SCc4ccc(Cl)cc4)nn3c2CC2c3ccccc3CCN12 (configuration not stated)	3.3	12	-0.2	15	1.0	5	4	4	x
O=C(Nc1ccc(Cl)cn1)c1ccccc1[N+](=O)[O-]	0.0	3	-0.8	3	0.1	0	-1	5	1.0
O=C(CCCOc1ccccc1)Nc1cccc(S(=O)(=O)N2CCOCC2)c1	2.3	-1	0.1	-3	0.6	0	15	7	-1.3
Cc1cc(C(=O)OCC(=O)NC2CCCC(C)C2C)c(C)o1 (configuration not stated)	0.2	6	0.0	-1	4.3	2	-15	-3	-0.6
O=C(NCCc1ccccc1)c1nc2nc(-c3cccs3)cc(C(F)(F)F)n2n1	-2.6	9	-2.1	-104	1.0	+	-15	31*	-2.3
CSc1ccccc1NC(=O)CN(C)CC(=O)c1c(C)[nH]c2ccccc12	-2.0	-6	-2.9	17	-6.1	-2	7	-7	3.0
CCCCN(C(=O)c1cc(S(=O)(=O)N2CCCCC2)ccc1Cl)c1c(N)n(CCC)c(=O)[nH]c1=O	x	-1	0.3	13	-0.5	4	9	7	-1.3
Cc1ccc(NC(=S)N2CCN(S(=O)(=O)c3ccccc3)CC2)cc1	1.6	6	-1.1	-6	3.9	1	4	-3	-1.4
CC(OC(=O)/C=C/c1cccs1)C(=O)Nc1ccc(S(N)(=O)=O)cc1 (configuration not stated)	-2.6	-3	-1.5	4	-0.4	-2	0	21	x
Cc1cc(C)c(NC(=O)c2ccccc2CCc2ccccc2)c(C)c1	-0.3	-6	-1.9	-4	-1.1	2	-1	4	-1.6
CC(Sc1nccn1C)C(=O)c1c(N)n(C)c(=O)n(C)c1=O (configuration not stated)	0.2	u	0.2	12	-6.9	0	5	6	-1.7
O=C(COc1cccnc1[N+](=O)[O-])N1CCN(C(=O)c2ccco2)CC1	-1.9	-8	-2.9	9	-1.4	-1	-9	-7	x
O=C(Nc1ccc2[nH]ncc2c1)c1ccc(F)cc1	1.5	-33	-0.6	3	-3.7	1	5	-2	3.8
COc1cc(OC)cc(-c2c(-c3cccs3)c3cc(-c4ccc(N(C)C)nc4)ccc3n2C)c1	2.2	-3	1.5	8	-0.3	1	-5	7	-0.6
Cc1ccc(C(=O)NC2CCCCC2)cc1	3.0	-5	-0.7	-12	-0.1	-1	-1	2	-1.2
O=P(O)(O)Cc1c(Cl)cccc1Cl	-1.8	-1	0.1	1	-0.7	4	-3	0	-1.2
CCSC(=O)N=Nc1ccc(O)cc1	x	0	-1.1	-10	-0.5	-3	-11	11	x
O=C(O)/C=C/C(=O)Nc1c(F)cccc1F	2.9	x	-2.0	-4	x	4	0	11	-2.1
CCOC(=O)C1CCCN(c2nc3ccccc3nc2C(C#N)C(=O)OC(C)C)C1 (configuration not stated)	-2.4	8	-3.1	-8	17	2	-4	6	x
COc1ccccc1N1CCN(C(=O)c2cc(-c3ccc4c(c3)OCO4)on2)CC1	0.0	-5	-2.6	x	-0.1	-2	x	-4	x
CC(C)(C)[C@@H]1COC(=O)[C@@H](Cc2ccc(F)cc2)C/C=C\C[C@H](CC(=O)N(CCO)Cc2ccccc2)C(=O)N1	-0.5	4	-3.1	12	-0.2	2	0	-1	-0.1
COc1ccc(-c2nnc3c4ccccc4c(C)nn23)cc1S(=O)(=O)N1CCN(CCO)CC1	1.8	10	-8.3	-2	0.6	7	3	4	2.5
CCn1cc(S(=O)(=O)Nc2ccc3c(c2)OCCO3)cn1	0.3	-5	0.4	3	-0.7	-4	-2	-2	x
Oc1ccc(Nc2ncnc3ccccc23)cc1	0.3	u	-1.2	6	1.0	-1	0	26	4.6
Cc1ccc(C)c(NC(=O)Cn2nc(C)c3ccccc3c2=O)c1	0.3	7	-4.9	14	-0.4	-1	8	-4	x
CCOC(=O)c1ccc(N2Cc3ccccc3C2=N)cc1	0.7	-19	-0.9	8	-1.9	0	7	8	1.9
Nc1c(-c2ccccc2)cnn1-c1ccccc1	-3.6	u	-1.0	-13	-3.2	-1	-4	0	-3.0
CCN(CC)CCn1cnc2c1c(=O)n(CCOC(=O)c1cc(OC)c(OC)c(OC)c1)c(=O)n2C	0.8	u	-0.1	26	0.0	-1	-1	14	x
Cc1nnc(SCc2nc3sc(C(=O)O)c(C)c3c(=O)[nH]2)s1	0.5	17	3.1	4	2.2	0	5	7	-1.3
c1ccc(CN2CCOCCOCCOCCOCCOCCOCC2)cc1	-1.4	-5	-2.0	-6	0.1	-2	-2	0	0.0
COC(=O)C1(C)NC(c2ccc(O)cc2)C2C(=O)N(c3ccc(F)cc3)C(=O)C21 (configuration not stated)	-0.1	u	-0.5	-2	-4.1	-1	6	6	-0.5
CN(CC(=O)Nc1ccc(N2CCOCC2)cc1)C(=O)CSc1ccccc1F	-0.8	-2	0.8	-1	0.2	1	-6	19	-8.0
O=[N+]([O-])c1ccccc1CN1CCN(S(=O)(=O)Cc2ccccc2)CC1	2.6	5	0.1	15	-0.6	2	1	5	-1.3

# Only FBA Mtb inh, for some of the entries so far:
mol,FBA Mtb inh
CCN(CC)CCn1cnc2c1c(=O)n(CCOC(=O)c1cc(OC)c(OC)c(OC)c1)c(=O)n2C,-1
Cc1nnc(SCc2nc3sc(C(=O)O)c(C)c3c(=O)[nH]2)s1,0
c1ccc(CN2CCOCCOCCOCCOCCOCCOCC2)cc1,-2
COC(=O)C1(C)NC(c2ccc(O)cc2)C2C(=O)N(c3ccc(F)cc3)C(=O)C21 (configuration not stated),-1
CN(CC(=O)Nc1ccc(N2CCOCC2)cc1)C(=O)CSc1ccccc1F,1

# 3 compounds from above, arranged by SMILES length, descending.
smiles	Mtb UGM inh	BoNT-F LC inh	FadD28 FP inh	CCHF vOTU inh	BoNT-A LC inh2	FBA Mtb inh	PrPC TRFRET	GDH-TPI inh	BioA inh
O=[N+]([O-])c1ccccc1CN1CCN(S(=O)(=O)Cc2ccccc2)CC1	2.6	5	0.1	15	-0.6	2	1	5	-1.3
O=P(O)(O)Cc1c(Cl)cccc1Cl	-1.8	-1	0.1	1	-0.7	4	-3	0	-1.2
CCSC(=O)N=Nc1ccc(O)cc1	x	0	-1.1	-10	-0.5	-3	-11	11	x
